# Assay outcomes as filed in PubChem.
# GPR151 activ = activates the human receptor GPR151; PathHunter beta-arrestin GPR151 cells, luminescence; activation, % at 11.2 µM; 650,000 tested, 1% active; AID 1508602; in the data active means activation above about 4.9%;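 further: 0% = median of compound wells and 100% = cells with positive control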
# Target sequence (Q8TDV0 whole entry, looked up): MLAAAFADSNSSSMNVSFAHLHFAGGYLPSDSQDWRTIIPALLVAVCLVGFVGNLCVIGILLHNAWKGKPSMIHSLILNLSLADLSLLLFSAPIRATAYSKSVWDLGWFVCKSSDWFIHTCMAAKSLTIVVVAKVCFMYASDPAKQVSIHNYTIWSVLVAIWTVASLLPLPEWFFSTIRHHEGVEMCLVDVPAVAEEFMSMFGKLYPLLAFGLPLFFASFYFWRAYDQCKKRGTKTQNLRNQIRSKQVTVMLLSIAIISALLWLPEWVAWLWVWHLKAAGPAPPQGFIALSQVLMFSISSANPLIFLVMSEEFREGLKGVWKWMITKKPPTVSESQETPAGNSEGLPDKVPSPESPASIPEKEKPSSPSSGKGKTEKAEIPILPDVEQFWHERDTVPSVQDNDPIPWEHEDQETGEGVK
# FBW7 act = activators of human E3 ligase FBW7; Q969H0; 650,000 tested, 0.13% active; AID 1259310; normalized activity (activation), % at 26.1 µM; AlphaScreen FBW7–phospho-cyclin E peptide binding, activator screen; in the data active means normalized activity above about 1.9%;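 further: purified mutant Fbw7 with reduced substrate affinity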
# TEAD-YAP block = TEAD-YAP interaction inhibition | HEK-TIYL cells, TEAD-Gal4/YAP UAS-luciferase luminescence | inhibition, % at 9.12 µM | 640,000 tested, 1.4% active | AID 1259422; in the data active means inhibition above about 32%;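 further: 0% = median of test compound wells and 100% = reference inhibitor wells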
# MITF inh = inhibitors of human MITF; AlphaScreen MITF homodimerization, bead proximity signal; inhibition, % at 2.6 µM; 650,000 tested, 0.91% active; in the data active means inhibition above about 50%;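 further: 0% = vehicle wells with protein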
# Target sequence (O75030 whole entry, looked up): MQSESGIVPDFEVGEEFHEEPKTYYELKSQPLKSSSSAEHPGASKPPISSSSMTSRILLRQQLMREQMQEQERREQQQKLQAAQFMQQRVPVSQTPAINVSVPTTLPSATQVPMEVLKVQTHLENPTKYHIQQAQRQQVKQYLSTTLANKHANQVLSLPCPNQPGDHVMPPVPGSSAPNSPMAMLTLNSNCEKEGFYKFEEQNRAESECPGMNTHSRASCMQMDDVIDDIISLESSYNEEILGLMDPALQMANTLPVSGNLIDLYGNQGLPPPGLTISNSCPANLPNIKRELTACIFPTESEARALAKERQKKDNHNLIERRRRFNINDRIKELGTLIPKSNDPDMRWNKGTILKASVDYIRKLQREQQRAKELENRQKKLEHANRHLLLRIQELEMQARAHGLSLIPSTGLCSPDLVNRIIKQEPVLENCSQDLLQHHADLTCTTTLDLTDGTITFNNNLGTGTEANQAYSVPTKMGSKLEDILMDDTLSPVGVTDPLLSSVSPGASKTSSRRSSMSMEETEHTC
# The depositor's hits bear a star.
no. | smiles | GPR151 activ | FBW7 act | TEAD-YAP block | MITF inh
1 | O=C1[C@@H]2CSCN2C(=O)[C@H]2CN(Cc3cnn(-c4ccccc4F)c3)CCN12 | 2.5 | -0.2 | -0.3 | 10.8
2 | CCCCN(C)CCCNC(=O)C1CCN(c2nc3ccc(OC)cc3s2)CC1 | -1.8 | 0.5 | -1.6 | 11.6
3 | CCOC(=O)c1c(NC(=O)c2ccc([N+](=O)[O-])s2)sc2c1CCN(C(C)=O)C2 | 0.1 | 0.6 | 8.2 | 14.7
4 | CCCN1C(=O)/C(=C/c2c(NCCOC)nc3c(C)cccn3c2=O)SC1=S | 0.9 | -0.1 | -0.2 | 4.4
5 | C=CCOc1ccccc1CN1CCCC1 | -0.1 | 0.0 | 8.0 | -0.7
6 | CCOC(=O)/C(N=Nc1ccc(C(N)=O)cc1)=C(\C)O | 0.8 | 0.2 | -14.0 | 3.1
7 | COC(=O)c1ccccc1NC(=O)CC1Nc2ccccc2NC1=O (configuration not stated) | -0.3 | 0.5 | -9.7 | -6.8
8 | O=C(/C=C/c1ccccc1)C1=C(O)C(=O)N(CCO)C1c1ccccc1F (configuration not stated) | 1.1 | -0.1 | 1.3 | -2.1
9 | COC(=O)c1cc([N+](=O)[O-])c(C(=O)OC)cc1Oc1ccc(Cl)cc1Cl | 0.3 | -0.3 | 4.0 | 11.0
10 | COc1cc(/C=C(\C#N)c2nc3ccccc3[nH]2)ccc1OCc1ccccc1F | -0.6 | -0.2 | -17.0 | -6.2
11 | COC(=O)C1CCC(C)(C(=O)Nc2ccccc2)C1(C)C (configuration not stated) | -0.9 | 0.1 | 3.6 | 15.1
12 | CC(=O)C1=C(C)NC(SCC(=O)c2ccc(F)cc2)=C(C#N)C1c1ccccc1 (configuration not stated) | 0.2 | 0.9 | -8.5 | -15.2
13 | Cc1cc(=O)nc2c3ccccc3n(CC(=O)NC3CCCCC3C)n12 (configuration not stated) | -1.2 | -0.1 | 11.3 | 8.8
14 | C/C(=N\NC(=O)c1nnn(-c2nonc2N)c1-c1cccc([N+](=O)[O-])c1)c1ccccc1O | 0.7 | -0.1 | 15.6 | 16.8
15 | CCc1ccc(OC(C)C(=O)N(Cc2ccco2)C2CCS(=O)(=O)C2)cc1 (configuration not stated) | 0.1 | 0.0 | -2.4 | 1.6
16 | COC(=O)c1ccc(Br)c(S(=O)(=O)N2CCOCC2)c1 | -0.8 | 0.0 | -1.8 | -8.1
17 | CCOc1ccccc1NC(=O)Cn1nnc(C(=O)Nc2ccccc2C)c1N | 0.8 | -0.2 | -5.7 | -0.3
18 | Cc1ccc(OCC(O)CNC(N)=O)cc1 (configuration not stated) | 0.5 | -0.1 | 2.8 | -4.5
19 | Fc1ccc(CN2CCC(N3CCN(Cc4ccccc4)CC3)CC2)cc1 | 0.2 | 0.3 | 11.1 | 43.1
20 | Cc1ccc(Nc2ncnc(N)c2[N+](=O)[O-])c(Br)c1 | -1.0 | 0.3 | 2.0 | 0.6

# Sorted by length of the SMILES (highest first): three of the compounds above.
no. | smiles | GPR151 activ | FBW7 act | TEAD-YAP block | MITF inh
3 | CCOC(=O)c1c(NC(=O)c2ccc([N+](=O)[O-])s2)sc2c1CCN(C(C)=O)C2 | 0.1 | 0.6 | 8.2 | 14.7
2 | CCCCN(C)CCCNC(=O)C1CCN(c2nc3ccc(OC)cc3s2)CC1 | -1.8 | 0.5 | -1.6 | 11.6
6 | CCOC(=O)/C(N=Nc1ccc(C(N)=O)cc1)=C(\C)O | 0.8 | 0.2 | -14.0 | 3.1

# (more compounds)
no. | smiles | GPR151 activ | FBW7 act | TEAD-YAP block | MITF inh
21 | CC(C(=O)N1CCC2(CC1)NC(=O)c1ccccc1O2)N1CCCC1 (configuration not stated) | 1.6 | -0.1 | 0.9 | 8.0
22 | CC(C)CC(=O)NC(=S)N1CCCCCC1 | -0.3 | 0.3 | 1.8 | 21.6
23 | COc1cccc(OC)c1C(=O)n1nc(C)cc1C | -0.5 | 0.1 | 8.7 | 16.4
24 | COCCCNC(=O)C(=O)NCc1cccnc1 | -2.5 | 1.4 | -2.6 | -0.8
25 | Cc1cc(=O)oc2cc(OC(=O)c3cc4ccccc4oc3=O)ccc12 | -1.0 | 0.6 | -7.2 | 17.6
26 | CCCN1CCN(C(=O)c2cn(-c3ccc(OC)cc3)c(=O)c3ccccc23)CC1 | -0.7 | -0.1 | -1.3 | 0.4
27 | Cc1ccc(NC(=O)c2c(NC(=O)c3cccnc3)sc3c2CCC(C(C)(C)C)C3)c(C)c1 (configuration not stated) | -0.6 | -0.2 | 1.5 | -6.4
28 | COc1cc(C2NC(=O)NC(C)=C2C(=O)Nc2ccc(C)cc2C)ccc1O (configuration not stated) | 0.6 | 0.0 | -3.0 | 5.3
29 | CCN(CC)c1ccc(CN2C[C@@H](NCc3ccc(F)cc3F)C[C@H]2C(=O)NC)cc1 | 0.0 | -0.1 | 5.6 | 1.2
30 | Cc1c(Cl)c(C(F)(F)F)nn1CC(=O)OC(C)C | -0.1 | 0.1 | 0.0 | -6.8
31 | CC(=O)c1ccc(OCC(=O)Nc2ccccc2)cc1 | 5.8* | 0.0 | -39.4 | 10.4
32 | c1ccc2c(Oc3ccc4c(c3)OCO4)nncc2c1 | -2.6 | 0.0 | -67.9 | -0.3
33 | CCCNc1cc(C)nc(-c2csc3ccccc23)n1 | 0.2 | -0.1 | -70.5 | -7.2
34 | Cc1ccccc1OCC(=O)O/N=C(\N)c1ccc([N+](=O)[O-])cc1 | -0.7 | 0.3 | 10.6 | 10.8
35 | C=C(C)Cn1c(N2CCN(CCO)CC2)nc2c1c(=O)[nH]c(=O)n2C | -0.4 | 0.4 | 8.2 | 6.9
36 | CCC1CCCCN1C(=O)Cn1cnc2sc(C)c(C)c2c1=O (configuration not stated) | -0.3 | 0.0 | -2.5 | 14.0
37 | COC(=O)/C=C/c1ccc(OC)c(OC)c1 | 0.0 | 0.2 | 2.1 | 0.9
38 | O=C(O)COc1ccccc1/C=N\NC(=O)C1COc2cc3ccccc3cc2O1 (configuration not stated) | -1.4 | -0.1 | 4.2 | 11.6
39 | O=C(NC1CC1)c1ccc(-c2nccc(NCCOc3ccccc3)n2)cc1 | 1.6 | -0.1 | -4.4 | -4.3
40 | O=C(CSc1nnc(-c2ccc3c(c2)OCCO3)o1)N1CCOCC1 | -0.9 | -0.1 | -16.5 | 3.0

# Complete entries as entered above. Order of values: GPR151 activ	FBW7 act	TEAD-YAP block	MITF inh
# O=C(O)COc1ccccc1/C=N\NC(=O)C1COc2cc3ccccc3cc2O1 (configuration not stated) as listed: -1.4	-0.1	4.2	11.6
# CC(C(=O)N1CCC2(CC1)NC(=O)c1ccccc1O2)N1CCCC1 (configuration not stated) as listed: 1.6	-0.1	0.9	8.0
# COc1cc(C2NC(=O)NC(C)=C2C(=O)Nc2ccc(C)cc2C)ccc1O (configuration not stated) as listed: 0.6	0.0	-3.0	5.3
# CCCNc1cc(C)nc(-c2csc3ccccc23)n1 as listed: 0.2	-0.1	-70.5	-7.2

# (next part)
no. | smiles | GPR151 activ | FBW7 act | TEAD-YAP block | MITF inh
41 | O=C(c1ccc([N+](=O)[O-])cc1)N1CCSC1c1ccc([N+](=O)[O-])cc1 (configuration not stated) | 1.5 | 0.1 | -2.6 | 12.5
42 | CS(=O)(=O)N1CCc2cc(N3CCN(CC4CCCCC4)C3=O)ccc21 | 1.4 | 0.0 | -34.8 | -5.1
43 | Cc1ccc(-n2nc3cc(C)c(NC(=O)COc4ccccc4)cc3n2)cc1 | 0.9 | -0.1 | 12.8 | -4.5
44 | CC1(C(=O)C[n+]2cc(Br)cc(Br)c2)CCC(=O)O1 (configuration not stated) | -0.3 | -0.2 | -1.5 | -0.5
45 | CCOC(=O)CC(/C(C)=N/O)c1ccccc1 (configuration not stated) | 0.9 | 0.0 | 6.1 | 8.5
46 | CC(C)c1ccc(NC(=O)Cc2noc3ccccc23)cc1 | -0.6 | 0.1 | -105.5 | -1.2
47 | CCCN1Cc2cccc(C(=O)Nc3cc(Cl)ccc3OC)c2C1=O | -0.2 | 0.1 | 3.8 | -6.6
48 | C=CCOc1ccc(/C=C2\SC(N3CCOCC3)=NC2=O)cc1 | 0.0 | -0.1 | -6.3 | -10.7
49 | CCC(=O)Nc1nc2c(s1)C(=O)CC(C(=O)N1CCCCC1c1cccnc1)C2 (configuration not stated) | 0.1 | 0.1 | -9.8 | 3.1
50 | N#CC1=C(N)N(c2sc3c(c2C#N)CCCC3)C2=C(C(=O)CCC2)C1c1cccs1 (configuration not stated) | 1.1 | 0.1 | -2.2 | 12.1
51 | COc1ccc(CCC(O)C2(O)CCCCC2)cc1 (configuration not stated) | 1.0 | -0.1 | -6.0 | 0.5
52 | CCOC(=O)C(NC(=O)c1cccc(F)c1)(Nc1sc2c(c1C(=O)OC)CCCC2)C(F)(F)F (configuration not stated) | 0.4 | 0.0 | 2.3 | 6.0
53 | O=C(Nc1c(C(=O)N2CCOCC2)cnn1-c1ccccc1)c1ccccc1F | 1.9 | -0.1 | 0.0 | 14.2
54 | COc1cccc(-c2nc3cc(NC(=O)c4cccc(OCc5ccccc5)c4)ccc3o2)c1 | 1.2 | 0.1 | -30.5 | 3.5
55 | O=C(CN1C(=O)COc2cc(S(=O)(=O)NC3CCCC3)ccc21)NC1CCCCCC1 | 0.5 | -0.1 | -4.1 | 1.0
56 | O=C(Cn1c(=S)[nH]c2ccccc2c1=O)NCCc1ccccc1 | 1.0 | 0.0 | -12.2 | 16.8
57 | COc1ccc(N2Cc3ccc(C(=O)N/N=C\c4ccc(O)cc4O)cc3C2)cc1 | -1.2 | -1.1 | -32.2 | 15.6
58 | COc1ccc2c(Cl)c(C(=O)N3CCN(CCN4C(=O)c5cccc6cccc(c56)C4=O)CC3)sc2c1 | 0.9 | -0.1 | -5.7 | -0.6
59 | O=C(O)C1CCCN(S(=O)(=O)c2ccc([N+](=O)[O-])cc2[N+](=O)[O-])C1 (configuration not stated) | -0.3 | -0.1 | 6.6 | -2.9
60 | Cc1ccc(/C=C2\SC(=S)N(CC(=O)Nc3ccc(O)cc3)C2=O)cc1 | -0.2 | -0.1 | 9.7 | 11.8

# Among those listed so far, these have two or more sulfur atoms:
no. | smiles | GPR151 activ | FBW7 act | TEAD-YAP block | MITF inh
3 | CCOC(=O)c1c(NC(=O)c2ccc([N+](=O)[O-])s2)sc2c1CCN(C(C)=O)C2 | 0.1 | 0.6 | 8.2 | 14.7
4 | CCCN1C(=O)/C(=C/c2c(NCCOC)nc3c(C)cccn3c2=O)SC1=S | 0.9 | -0.1 | -0.2 | 4.4
50 | N#CC1=C(N)N(c2sc3c(c2C#N)CCCC3)C2=C(C(=O)CCC2)C1c1cccs1 (configuration not stated) | 1.1 | 0.1 | -2.2 | 12.1
60 | Cc1ccc(/C=C2\SC(=S)N(CC(=O)Nc3ccc(O)cc3)C2=O)cc1 | -0.2 | -0.1 | 9.7 | 11.8

# A few values from the list.
# compound 13 in GPR151 activ is entered as -1.2
# compound 54 in FBW7 act is entered as 0.1

# (continued)
no. | smiles | GPR151 activ | FBW7 act | TEAD-YAP block | MITF inh
61 | CCOc1ccc(C(NC(=O)CC(C)C)NC(=O)CC(C)C)cc1OC | 0.0 | 0.0 | 2.0 | -8.3
62 | O=C1NC(=O)c2cc([N+](=O)[O-])c(Oc3ccc(F)cc3F)cc21 | 0.5 | 0.0 | 1.4 | 5.2
63 | Cc1ccn2c(CNCCc3ccncc3)c(C(=O)N3CCCCCC3)nc2c1 | -1.0 | 0.2 | 9.7 | 5.3
64 | Cc1c(C(=O)Nc2ccc3c(c2)OCO3)sc2ncn(CC(=O)N3CCCCC3)c(=O)c12 | 0.2 | -0.1 | -9.4 | 3.2
65 | COC(=O)c1cccc(NC(=O)/C(=C\c2cccc([N+](=O)[O-])c2)NC(=O)c2ccc(Br)cc2)c1 | -1.0 | 0.0 | 10.5 | -8.3
66 | O=c1[nH]c(N2CCOCC2)nc2c1CCN(Cc1cccn1-c1cccnc1)C2 | 2.1 | 0.0 | 1.1 | -2.0
67 | Cn1c(Nc2nc(Nc3ccc4c(c3)OCO4)c3ncn(C4CCCCC4)c3n2)nc2ccccc21 | -0.4 | 0.1 | -30.0 | 10.0
68 | CC(=O)N1CCc2c(sc3c2c(=O)n(-c2ccccc2Cl)c(=O)n3C)C1 | 1.8 | 0.0 | -0.1 | 3.2
69 | COc1cc(OC)cc(C(=O)NCCC(=O)NCc2ccco2)c1 | 2.0 | -0.3 | -7.3 | 3.2
70 | CC(C(=O)N1CCc2ccccc2C1)N(c1ccccc1)S(C)(=O)=O (configuration not stated) | -0.9 | 0.1 | -12.6 | -6.3
71 | Cc1nn(-c2ccccc2)c(C)c1COC(=O)c1ccc(S(=O)(=O)N(C)C)cc1 | -1.1 | 0.3 | 9.3 | 9.1
